LmPK inhibitor = blocks Leishmania mexicana pyruvate kinase activity | Q27686 | purified LmPK, Kinase-Glo ATP luminescence, 1 h | Potency, µM (highest dose often 57.5 µM), without a hit: top-dose activity change, negative = inhibition, actives largely listed as inhibitors | 290,000 tested, 0.37% active; also: potency is read from the fitted curve at half-maximal effect; % is scaled to controls: 0 for no effect and ±100 for the full control effect
Target sequence (Q27686 whole entry, looked up): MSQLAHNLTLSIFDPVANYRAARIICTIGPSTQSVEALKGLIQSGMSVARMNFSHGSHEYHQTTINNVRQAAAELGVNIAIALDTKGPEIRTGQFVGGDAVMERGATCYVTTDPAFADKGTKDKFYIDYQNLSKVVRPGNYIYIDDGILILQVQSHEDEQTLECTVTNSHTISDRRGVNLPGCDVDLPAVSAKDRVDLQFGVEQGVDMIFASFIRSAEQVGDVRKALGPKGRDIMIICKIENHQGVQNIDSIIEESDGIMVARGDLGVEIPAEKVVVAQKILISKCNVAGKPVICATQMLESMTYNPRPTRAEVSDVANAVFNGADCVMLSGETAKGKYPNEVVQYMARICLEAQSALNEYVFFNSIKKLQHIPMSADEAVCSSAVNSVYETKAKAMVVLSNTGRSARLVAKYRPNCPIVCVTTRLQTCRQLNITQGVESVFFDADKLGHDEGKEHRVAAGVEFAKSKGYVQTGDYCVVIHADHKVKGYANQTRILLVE
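Pyruvate kinase activity monitored as ATP production (luciferase luminescence). Conditions: 0.1 nM enzyme, 0.5 mM PEP, 0.1 mM ADP, 1 h, RT; normalized against uninhibited and no-enzyme wells.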
CHX counter = counter-screen hit for Shiga toxin inhibitors, cycloheximide; cell reporter, cycloheximide protein synthesis inhibition counterscreen; max response, %; 300,000 tested, 12% active; in the data active = max response mostly above about 13%, no sharp cut-off; inactive = mostly below about 14%; also: read at 38.3 µM for the half of the compounds with a filed dose; 0% is about no effect
AmpC no deterg = inhibitors of E. coli AmpC beta-lactamase without detergent. P00811. AmpC nitrocefin hydrolysis, absorbance 480 nm, 0.0001% Triton. Potency, µM (doses to about 57.1 µM), for the others: at the top dose activity change, negative = inhibition, hits mostly inhibitors. 330,000 tested, 0.52% active;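 also: potency is read from the fitted curve at half-maximal effect; plate controls were no compound for no effect and no enzyme for full effect; nearly all actives have a fitted effect of over 20% in size; some results filed as inactive show a strong effect at the top dose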
Target sequence (P00811 whole entry, looked up): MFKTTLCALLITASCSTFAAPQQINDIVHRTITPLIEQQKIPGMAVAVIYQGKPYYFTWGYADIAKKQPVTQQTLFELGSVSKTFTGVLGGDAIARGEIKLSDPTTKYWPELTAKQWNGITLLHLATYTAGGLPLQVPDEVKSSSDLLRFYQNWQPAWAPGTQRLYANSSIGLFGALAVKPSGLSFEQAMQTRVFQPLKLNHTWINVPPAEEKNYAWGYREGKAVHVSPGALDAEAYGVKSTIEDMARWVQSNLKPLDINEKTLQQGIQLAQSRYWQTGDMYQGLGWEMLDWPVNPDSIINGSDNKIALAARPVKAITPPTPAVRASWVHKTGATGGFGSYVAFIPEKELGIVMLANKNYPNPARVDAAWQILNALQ
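20 mM phosphate pH 7.0 + 0.01% (detergent screen) or 0.0001% Triton X-100; 5.3 nM AmpC reagent; cpd preinc 15 min RT; nitrocefin (800 uM stock) to start; A480 q20 s × 4 min; Activity was normalised to no-enzyme and no-compound control wells.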
Pf growth 96h = inhibits malaria parasite growth, 96 h | P. falciparum luciferase reporter growth, 96 h | Potency, µM (series often up to 28.7 µM), without a hit: top-dose activity change, negative = inhibition, hits mostly inhibitors | 320,000 tested, 6.9% active | AID 504834; also: potency is read from the fitted curve at half-maximal effect; % is scaled to controls: 0 for no effect and ±100 for the full control effect
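Plates of compound plus infected erythrocytes (2% hematocrit, 0.05% parasitemia final) incubate 96 hours, 37 C, 5% CO2. Detection reagent added; reduced luminescence from the parasites' luciferase reporter flags inhibition.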
Shiga toxin inh = inhibitors of Shiga toxin in Vero cells; 290,000 tested, 9.2% active; AID 2315; inhibition, % at 38.7 µM; Vero cells, Shiga toxin protein synthesis inhibition reporter; in the data active = inhibition mostly above about 28%, no sharp cut-off; inactive = mostly below about 43%; also: 0% is about no effect
Tb PYK inh = inhibitors of Trypanosoma brucei pyruvate kinase; Q57TT1; TbPYK enzyme, Kinase-Glo Plus ATP luminescence, 45 min; Potency, µM (series often up to 76.8 µM), for inactives: at the top dose activity, negative = inhibition, actives largely listed as inhibitors; 410,000 tested, 0.12% active; AID 624173; also: potency is read from the fitted curve at half-maximal effect; % is scaled to controls: 0 for no effect and ±100 for the full control effect; nearly all actives have a fitted effect of over 50% in size
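Assay buffer: 50 mM TEA pH 7.2, 100 mM KCl, 10 mM MgCl2, 0.05% BSA, 0.01% Tween-20. Pyruvate kinase from T. brucei plus substrate met compound, then ADP (130 uM final). Luminescence was read post 45 min RT.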
Pf growth 48h = P. falciparum growth inhibition at 48 hours (one generation); P. falciparum luciferase growth in erythrocytes, 48 h; Potency, µM (doses to about 28.7 µM), without a hit: at the highest dose activity change, negative = inhibition, hits mostly inhibitors; 310,000 tested, 5.9% active; also: potency is read from the fitted curve at half-maximal effect; % is scaled to controls: 0 for no effect and ±100 for the full control effect
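A one-generation exposure of luciferase-tagged malaria parasites in RPMI 1640/Albumax erythrocyte culture, 37 C and 5% CO2. Inhibition is inferred from decreased luminescence after adding detection reagent.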
An asterisk follows results filed as active; ? = inconclusive; . = not tested or not shown; & = joins results of further samples; [ ] = dose if it differs, or a comment. Unless noted, calls follow the shape of the dose curve; as a rule, active = well fitted curve in the direction sought with a large enough effect; inconclusive = small, poorly fitted or top-dose-only effect, or another doubt; inactive = no such curve, though single readings can be large; an effect the other way counts as inactive or inconclusive.

Each structure is followed by: CHX counter | Pf growth 96h | Shiga toxin inh | LmPK inhibitor | Tb PYK inh | AmpC no deterg | Pf growth 48h
- CCSc1nsc(NC(=O)Nc2cccc(C(C)=O)c2)n1
    48* | ? | 42* | -1% | 4% | -32% | 12%
- O=C(Nc1ccc(C(F)(F)F)cc1)C1CCN(S(=O)(=O)c2ccc(N3CCCC3=O)cc2)CC1
    -1 | ? | -6 | 3% | -1% | -4% | ?
- COCCNC(=O)C(c1cccs1)N(C(=O)Cn1nnc2ccccc21)c1ccccc1 (stereo not drawn)
    -4 | ? | -19 | -6% | 1% | 43% | 1%
- COc1cc(CNCc2ccccc2)ccc1OCC(O)c1ccccc1 (stereo not drawn)
    -4 | -3% | -5 | 1% | -3% | 14% | -9%
- Cc1nnc(N(C)C(=O)Cc2ccc3c(c2)OCO3)s1
    -3 | 95%[activator] | 25 | 4% | -14% | -16% | -17%
- Cn1c(=O)c2c(nc(CN3CCN(C(=O)c4ccco4)CC3)n2Cc2ccc(Cl)cc2)n(C)c1=O
    -3 | 4%[5.75 µM] | 16 | 3% | . | 167%[activator] | 7.4µM*
- Cc1ccc(S(=O)(=O)Nc2ccc(NC(=O)/C=C/C(=O)O)cc2)cc1
    6 | 0% | -23 | 1% | 2% | -19% | 5%
- COc1cc(C)c(Cl)cc1S(=O)(=O)NC1CC(C)(C)NC(C)(C)C1
    -2 | ? | -6 | 1% | . | -4% | -19%
- O=C(NCc1ccc(Cl)cc1)c1ccc(N2CCCC2=O)cc1
    13 | 43%[1.15 µM] | 47 | 1% | -1% | -21% | 13%
- Cc1cccc(C)c1N(CC(=O)NCc1ccccc1)C(=O)c1csnn1
    -1 | ? | -8 | -2% | 1% | -10% | 24%
- COc1ccccc1CCNC(=O)CSc1nc(-c2ccco2)cc(C(F)(F)F)n1
    8 | ? | -6 | 8% | -4% | 0% | .
- CCC1(NC(C)=O)CC2CC1CC2NC(C)=O (stereo not drawn)
    -1 | 51%[activator] | 2 | 0% | -2% | -7% | 0%
- Cc1ccsc1C(=O)OCC(=O)NC1CCCC1
    . | 99%[activator] | . | . | 4% | -10% | 106%[activator]
- Cc1ccc(-c2nc(CS(=O)(=O)CC(=O)NCCCN3CCOCC3)c(C)o2)cc1
    -3 | 36%[activator] | -5 | 0% | 0% | 56% | 8%
- CCN(CC)CCN1C(=O)C(=O)/C(=C(/O)c2ccc(S(=O)(=O)N3CCOCC3)cc2)C1c1ccc(C(C)(C)C)cc1 (stereo not drawn)
    1 | 12% | 11 | 4% | -14% | 210%[activator] | -15%
- CCN(CC)S(=O)(=O)c1ccc(C(=O)OCC(=O)N2CCOCC2)cc1
    -4 | 0% | -4 | -2% | -9% | 87%[activator] | 2%
- CC(C)c1ccc(C2CC(=O)c3cnc(N4CCc5ccccc5C4)nc3C2)cc1 (stereo not drawn)
    -1 | 118%[activator] | -17 | 3% | -11% | -3% | 33%[activator]
- c1ccc2nc(-c3nc4ccccc4o3)ccc2c1
    6 | . | 10 | 3.2µM* | ? | -6% | -4%
- COc1ccc(CC(=O)Nc2ccc(F)c(Cl)c2)cc1S(=O)(=O)N1CCOCC1
    . | ? | . | . | 0% | 22% | 6.6µM*
- CC1(OC(=O)CCc2ccccc2)C(=O)C=C2C=C3CCCN3C=C2C1=O (stereo not drawn)
    -2 | 51%[activator] | 20 | -3%[11.5 µM] | -5% | 39% | 53%[activator]

Single records, from the list above. Values in the order: CHX counter | Pf growth 96h | Shiga toxin inh | LmPK inhibitor | Tb PYK inh | AmpC no deterg | Pf growth 48h
Listed for COc1ccccc1CCNC(=O)CSc1nc(-c2ccco2)cc(C(F)(F)F)n1 : 8 | ? | -6 | 8% | -4% | 0% | .
Listed for Cc1ccc(S(=O)(=O)Nc2ccc(NC(=O)/C=C/C(=O)O)cc2)cc1 : 6 | 0% | -23 | 1% | 2% | -19% | 5%

Following part.
Each structure is followed by: CHX counter | Pf growth 96h | Shiga toxin inh | LmPK inhibitor | Tb PYK inh | AmpC no deterg | Pf growth 48h
- CCOC(=O)[C@H]1[C@H]2COc3ccc(OC)cc3[C@@H]2N2C(=O)c3ccc(C)cc3NC(=O)[C@@]12C
    . | ? | . | . | -5% | 34% | ?
- CCOCCCNC(=O)Cn1cnc2c(cnn2-c2ccc(OC)cc2)c1=O
    1 | 7% | 9 | 3% | -8% | -15% | -2%
- c1ccc(C2CC3CC4(CCCC4)N2O3)cc1 (stereo not drawn)
    -3 | 15% | -6 | 1% | -2% | -7% | 15%
- CN(C(=O)COc1cc(=O)n(C)c2ccccc12)c1cccc(Cl)c1
    -5 | ? | 17 | 0% | -17% | 48% | .
- CC1CCN(CCCNc2cc(NCCO)c([N+](=O)[O-])c3nonc23)CC1
    -5 | -10% | 4 | -2% | -1% | -20% | 3%[0.00184 µM]
- CC(NC(=O)CNC(=S)N(Cc1cccs1)C1CCCC1)c1ccccc1 (stereo not drawn)
    3 | -30% | -21 | 2%[11.5 µM] | -3% | 54% | ?
- Cn1c(=O)[nH]c(=O)c2c1nc(N1CCOCC1)n2CCN1CCOCC1
    2 | -11% | -8 | 0% | 1% | -14% | 1.9µM*
- CSc1nc(-c2cccs2)c(C#N)c(=O)[nH]1
    8.9* | 26% | 26 | -4% | -13% | -31% | 33%[activator]
- CCCCC1CCC(C(=O)OCC(=O)Nc2ccc(S(N)(=O)=O)cc2)CC1 (stereo not drawn)
    -4 | 9% | -10 | -4% | -6% | -29% | 4%
- OCC1CCCN(C(=S)Nc2ccc(Oc3ccccc3)cc2)C1 (stereo not drawn)
    43* | 26% | 80* | 1% | -16% | -18% | 225%[activator]
- COC(=O)C1=C(C(C)=O)C(c2ccc(C)cc2)n2nnnc2N1 (stereo not drawn)
    3 | ? | 2 | 28% | -5% | -14% | .
- Nc1ccccc1-c1nc2ccccc2[nH]c1=O
    58* | 60%[activator] | 80* | -1% | 0% | -10% | 61%[activator]
- Cc1nn(Cc2ccc(Br)cc2)c(C)c1NC(=O)c1nn(C)cc1Cl
    2 | -4% | -13 | -1% | -2% | 30% | -12%
- c1ccc(-n2nnc3c(N4CCOCC4)ncnc32)cc1
    1 | 317%[activator] | 15 | ? | -26% | -5% | 287%[activator]
- CCc1ccc(OCC(=O)NC(=S)Nc2ccc(F)cc2)c(Br)c1
    3 | 45%[activator] | -5 | 4% | 8% | -21% | 22%
- O=C(COC(=O)c1ccc[nH]c1=O)NC1CCCC1
    -4 | 156%[activator] | 72 | -7% | 2% | -16% | 32%
- COc1ccc(OC(C)C(=O)Nc2cccc([N+](=O)[O-])c2)cc1 (stereo not drawn)
    -3 | 31%[activator] | 3 | -5% | -3% | -27% | -7%
- C/C(CC(=O)Nc1ccc(Cl)cc1Cl)=N\NC(=O)c1cnccn1
    32* | 21% | 59* | 4% | 3% | 52% | 11%
- O=C1CCCN1c1cc(Cl)cc(Cl)c1
    -2 | 8% | -16 | 0% | 0% | -7% | 7%
- O=C(Oc1ccc(C(=S)N2CCOCC2)cc1)c1ccc(F)cc1
    -4 | ? | -4 | 3% | -12% | -5% | 14%
- COC(=O)C1(C)NC(=O)c2ccccc2N1 (stereo not drawn)
    15* | 13µM* | 1 | -1% | -12% | -2% | -1%
- O=C(c1n[nH]c(=O)c2ccccc12)N1CCN(Cc2ccc3c(c2)OCO3)CC1
    -5 | 60%[activator] | 17 | 2% | 10% | -16% | 3%
- COCCn1c(C)cc(C(=O)COc2ccc(N(C)S(=O)(=O)c3ccc(C)cc3)cc2)c1C
    . | ? | . | . | -10% | 58% | 9.3µM*
- Cc1ccc2c(c1)N=C(c1ccccc1)CC(C(Cl)Cl)=N2
    37* | -37% | 84* | ? | -19% | -27% | 168%[activator]
- CCN1CCN(c2ccc(S(=O)(=O)N3CCCCC3)cc2NC(=O)c2ccc(F)cc2)CC1
    -4 | 9.3µM* | -8 | 0% | -12% | 116%[activator] | ?
- NS(=O)(=O)c1ccc(NC(=S)N2CCN(Cc3ccc(Cl)c(Cl)c3)CC2)cc1
    -2 | ? | -5 | 11% | -20% | -27% | ?
- COc1cc(OC)cc(-c2nnc(SCC(=O)NCc3cccs3)o2)c1
    -3 | -46% | 13 | -3% | 3% | -14% | .
- CCCCCCCN1CCC(=O)N([C@H](CO)CC(C)C)CC1
    -4 | 38%[activator] | -16 | -1% | 3% | 115%[activator] | 55%[activator]
- CC(=O)Nc1ccc(-n2nnnc2SCC(=O)NC2CCCC2)cc1
    -3 | 35%[activator] | -2 | -11% | -6% | 33% | -1%
- CCCOc1ccc(C(=O)CCNc2ccc(C)c(Cl)c2)cc1
    -3 | 68%[activator] | -11 | -5% | 2% | -30% | 43%[activator]
- Cc1ccccc1CSc1nc2c(c(=O)[nH]1)CCCC2
    -6 | ? | -4 | -7% | . | -14% | .
- COC(Cn1c2c(c3cc(C)ccc31)CCCC2NCc1ccccc1)OC (stereo not drawn)
    -2 | ? | -2 | 0% | 0% | 43% | ?
- CC1C(=O)NN=C1C(=O)N/N=C/c1cccs1 (stereo not drawn)
    19* | 26% | 86* | ? | -11% | -14% | 87%[activator]
- Cc1cc(C)c(NC(=O)CS(=O)CC(=O)NCCN2CCCCCC2)c(C)c1 (stereo not drawn)
    -3 | 17% | -3 | 2% | 1% | 21% | -9%
- COC(=O)C1=C(C)N(c2cc(C)cc(C)c2)/C(=C/c2ccco2)C1=O
    23 | 5% | 41 | 1% | -2% | 94%[activator] | 8.3µM*
- CCCc1ccc(NC(=O)C2CCN(c3cnccn3)CC2)cc1
    13 | 45%[activator] | -5 | 2% | 2%&-4% | 42% | ?
- CCN(C(=O)COc1cc(OC)ccc1C(C)=O)C1CCS(=O)(=O)C1 (stereo not drawn)
    . | 5% | . | . | -10% | -9% | ?
- O=C(Cn1cc(C(F)(F)F)ccc1=O)N/N=C/c1ccc(Cl)cc1Cl
    -2 | 93%[activator] | -13 | 3% | -8% | -25% | 54%[activator]
- O=C(OOC(=O)c1ccccc1)c1ccccc1
    -7&18 | -11% | -13&-1 | . | 6% | . | -4%
- CC(C)(C)C(=O)Nc1ccc(S(=O)(=O)N2CC3CC(C2)c2cccc(=O)n2C3)cc1 (stereo not drawn)
    1 | 19% | -21 | -7% | -10% | -8% | -1%
- O=S(=O)(N/N=C\C=C\c1ccccc1)c1ccc(Cl)cc1
    -2 | -3% | -17 | 3% | -3% | -44% | 4%
- CCCN1CCN(CCNC(=O)Nc2ccccc2Cl)CC1
    8 | ? | 3 | -4% | 1% | -12% | 23%
- CCCn1nnc(NC(=S)NC(=O)CC)n1
    -1 | -11% | 20 | 3% | 3% | -14% | .
- N#Cc1ccc(C(=O)OCC(=O)Nc2cccnc2Cl)cc1
    . | -17% | . | . | 0% | -19% | -16%
- Cn1c(C(=O)N2CCCc3ccccc32)cc2c(=O)n3ccccc3nc21
    10 | . | 20 | 2% | . | 3% | ?
- O=C(NCC1COc2ccccc2O1)C1CCCN(S(=O)(=O)c2cccc3cccnc23)C1 (stereo not drawn)
    -3 | -46% | 8 | 0% | -3% | 23% | .
